# E-sel inducer – E-selectin induction in HUVECs, primary screen, imaging, HUVEC, immunofluorescence imaging, single point | normalized: neutral wells 0, TNF-alpha wells 100 | activation, % at 7.58 µM | 260,000 tested, 0.37% active | AID 686992, 2013;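 active = mean E-selectin-positive cell signal at least 10% of the positive control, reached in at least 60% of replicates, without over 20% cell loss; inconclusive = no rule given, readout overlaps actives, possibly toxicity-flagged; inactive = the rest, including those meeting only one limit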;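 note: in these data hits start at about 27%; measured in HUVEC primary endothelial cells; signal is the percent of cells scored E-selectin positive by PE staining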
# Target sequence (P16581 whole entry, looked up): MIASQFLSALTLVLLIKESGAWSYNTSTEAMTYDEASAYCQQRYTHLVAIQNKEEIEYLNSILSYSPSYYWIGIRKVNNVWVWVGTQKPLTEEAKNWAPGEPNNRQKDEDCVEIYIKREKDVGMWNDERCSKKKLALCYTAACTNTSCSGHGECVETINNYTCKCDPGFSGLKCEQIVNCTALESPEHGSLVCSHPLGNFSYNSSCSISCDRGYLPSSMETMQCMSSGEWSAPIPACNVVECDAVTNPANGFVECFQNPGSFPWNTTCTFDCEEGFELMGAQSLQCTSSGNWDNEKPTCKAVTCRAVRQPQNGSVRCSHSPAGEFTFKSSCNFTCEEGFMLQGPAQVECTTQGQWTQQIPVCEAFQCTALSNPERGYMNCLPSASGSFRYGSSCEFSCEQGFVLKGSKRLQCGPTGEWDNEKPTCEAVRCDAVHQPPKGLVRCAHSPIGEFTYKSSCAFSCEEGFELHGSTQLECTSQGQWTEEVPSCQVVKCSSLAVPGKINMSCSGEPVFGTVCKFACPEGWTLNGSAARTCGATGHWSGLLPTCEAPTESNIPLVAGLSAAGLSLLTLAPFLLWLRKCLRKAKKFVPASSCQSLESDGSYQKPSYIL
#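 Test system: HUVEC; input: 3,000 HUVEC/well; measured by: immunofluorescence imaging; read-out: % PE-positive cells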
# ARNT-TACC3 inh – disruptors of ARNT/TACC3 protein interaction, primary screen, biochemical, AlphaScreen, single concentration | Transforming acidic coiled-coil-containing protein 3 (Homo sapiens), Q9Y6A5 | AlphaScreen His-ARNT PAS-B/GST-TACC3 binding, luminescence; TACC3 fragment carries E629A point mutation | inhibition, % at 9.99 µM | 390,000 tested, 0.66% active | AID 623870, 2012;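 active = mean inhibition of replicates at least 50% and at least half of replicates each reaching 50%; inconclusive = half or more replicates reach 50% but mean below 50%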;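 note: 0% = complete ARNT plus TACC3 wells and 100% = ARNT alone without TACC3; many hits fall short of the cut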
# Active calls of the source: *; ? = inconclusive. This is a subset; the hit share may differ from the screen's.
Compound	E-sel inducer	ARNT-TACC3 inh
CN1/C(=C\C=C(/C#N)C(=O)Nc2ccc(Cl)cc2)C(C)(C)c2ccccc21	-1.6	-2.9
Cc1cccc(CSc2nc3c(cc2C#N)CCC3)c1	0.2	-0.6
COc1ccc(S(=O)(=O)N2CCCCC2)cc1NC(=O)Cc1c[nH]c2ccccc12	15.2	3.3
CC(C)C(=O)Nc1nnc(Sc2ccc(N(C)C)cc2)s1	-0.7	-7.6
COc1ccc(OCC(=O)Nc2ccc3c(c2)nc2n3CCSC2)cc1	0.5	-0.9
Cc1cc(C)c(C#N)c(Sc2ccc(N)cc2)n1	-0.2	0.2
O=C(CN1C(=O)NC2(CCCC2)C1=O)Nc1ccc(F)c(F)c1F	-0.6	-2.5
CN(C)S(=O)(=O)c1cccc(NC(=O)c2cc(-c3cccs3)nn2-c2cccc(Cl)c2)c1	-0.4	-5.0
COc1ccccc1OCCC(=O)OCC(=O)NCc1ccccc1	0.1	5.4
CN(C)S(=O)(=O)c1cccc(NC(=O)CN2C(=O)C3C4C=CC(C4)C3C2=O)c1 (centres undefined)	0.4	3.9
CCc1ccc(NC(=O)C(C)OC(=O)/C=C/c2cccc([N+](=O)[O-])c2)cc1 (centres undefined)	0.4	-1.0
CC(O/N=C\c1ccccc1O)C(=O)Nc1ccccc1C(=O)N1CCOCC1 (centres undefined)	1.0	-1.2
CCOC(=O)c1[nH]c2ccc(OC)cc2c1NC(=S)N1CCN(c2ccccc2OC)CC1	0.2	5.0
O=C(COc1ccc(Cl)cc1Cl)N(c1ccccn1)C1CCCCC1	0.6	-8.8
COc1ccc(NS(=O)(=O)c2cccc(NC(=O)CCS(=O)(=O)c3ccccc3)c2)cc1	-0.1	-2.9
O=C(CCCOc1ccc(Cl)cc1Cl)NN1CCOCC1	-0.3	-28.6
CCSc1nc(N)c2c(C)c(C)sc2n1	-2.1	-3.0
O=C(Cc1ccc(-n2c(=O)[nH]c3ccsc3c2=O)cc1)NCc1cccnc1	-0.1	-18.9
CCCC(=O)Nc1ccc(C(=O)NCCc2ccc(F)cc2)cc1	0.6	-9.7
CCOc1ccccc1N1CCN(C(=S)Nc2ccc(S(N)(=O)=O)cc2)CC1	-0.3	2.2
CCC(C)NC(=O)c1ccc(N2CCC3(CC2)OCCO3)c([N+](=O)[O-])c1 (centres undefined)	1.1	-0.4
COc1ccc(/C=C/C(=O)Nc2cccc(N3CCOCC3)c2)cc1OC	-0.6	-2.9
CCc1ccccc1NC(=O)CSc1n[nH]c(C)c1[N+](=O)[O-]	0.3	-1.7
O=C(CSCc1ccccc1)Nc1cccc(F)c1	6.9	-3.9
O=C(Nc1nnc(-c2ccccc2)o1)c1cccc(N2C(=O)CCC2=O)c1	0.0	21.7
CCc1[nH]c(=S)c(C#N)c2c1CCCC2	0.0	1.8
Nn1c(Cc2cccc3ccccc23)nnc1SC1CCOC1=O (centres undefined)	-0.3	-9.3
COc1ccc(OC)c(-c2c(=O)n(OCc3ccccc3Br)c3ccccc3[n+]2[O-])c1	-0.1	8.0
CCNc1nc(Oc2ccc(Cl)cc2Cl)cc(C(F)(F)F)n1	-2.4	0.8
Cc1ccc(N2C(=O)c3cccc4c(Oc5ccccc5[N+](=O)[O-])ccc(c34)C2=O)c(C)c1	-0.1	2.8
Cc1nc2nc3c(c(=O)n2[nH]1)CCC3	1.0	2.1
O=C(NCc1cccc(F)c1)c1ccc(N2C(=O)Cn3c(cc4sccc43)C2=O)cc1	-0.3	-8.7
CS(=O)(=O)c1ccc(C(=O)NCC2(N3CCCCC3)CCCCC2)cc1	0.0	1.9
CCC(C)[C@@H](C(=O)NCC1CCC(C(=O)O)CC1)n1nnc2ccccc2c1=O (some centres undefined)	-3.0	-6.7
Cc1cc(SCCOc2ccccc2)nc(N)n1	-0.8	-29.4
CS(=O)(=O)c1ccc2nc(NC(=O)Nc3ccc(Cl)c(Cl)c3)sc2c1	0.3	-7.7
CC(=O)c1ccc(NC(=O)C(C)OC(=O)COc2ccc(C#N)cc2)cc1 (centres undefined)	1.3	-18.8
S=C(Nc1ccccc1)Nc1nc2ccccc2n1CCOc1ccc(Cl)cc1	0.4	2.9
CCC(CO)NCc1ccc(OCC(=O)Nc2cccc(C(F)(F)F)c2)c(OC)c1 (centres undefined)	0.3	-12.0
O=C(Nc1nccs1)c1cc(Cl)ccc1[N+](=O)[O-]	-0.4	2.7
COc1ccccc1N1CCN(C(=O)c2cc(N3C(=O)C4C5CCC(C5)C4C3=O)ccc2Cl)CC1 (centres undefined)	-0.8	3.8
CC(=O)c1cccc(NC(=O)C(OC(=O)c2ccccc2NS(=O)(=O)c2cccs2)c2ccccc2)c1 (centres undefined)	0.2	-4.0
O=C(NC(=S)Nc1ccccc1N1CCCCC1)c1cccs1	1.9	-3.6
CCOC(=O)CNC(=O)CNC(=O)Cn1ccc2ccccc2c1=O	-1.0	-4.0
O=C(CSc1nnc(SCc2ccccc2)s1)N/N=C/c1c(Cl)cccc1Cl	0.3	-4.3
COc1ccc(C2C(C#N)=C(N)Nc3nc4ccccc4n32)cc1 (centres undefined)	-0.1	-2.1
COc1ccccc1CNC(=O)CSc1ccc(Br)cc1	0.3	-2.3
CCOc1cc(/C=N\NC(=O)CN2CCOCC2)ccc1OCc1ccc(F)cc1	?	-2.5
S=C(Nc1ccccc1Cl)N1CCOCC1	-0.1	16.6
COC(=O)C1=C(N)N(c2ccccc2F)C2=C(C(=O)CC(C)(C)C2)C1c1ccc(OC)c(OC)c1 (centres undefined)	-0.3	-0.5
c1cncc(N=c2scc(-c3cccc4ccccc34)n2CCCn2ccnc2)c1	0.7	-23.9
O=C(N/N=C/c1ccc[nH]1)c1ccccc1[N+](=O)[O-]	0.9	3.2
COc1ccccc1OCCSc1nc2ccc([N+](=O)[O-])cc2s1	-0.4	-5.1
c1ccc2c(-c3nn[nH]n3)cccc2c1	0.9	0.6
O=C(N/N=C1/CC2C=CCC12)c1ccco1 (centres undefined)	-1.6	-6.0
Cc1nc(SCC(=O)NCc2ccco2)c2c(C)c(C)sc2n1	-0.6	25.1
CCOc1ccc(Cl)cc1S(=O)(=O)NCc1cccnc1	-0.4	-1.5
Cc1cccc(NC(=O)c2sc3nc(N)c(C#N)cc3c2N)c1	-0.2	8.0
CC(=O)c1cccc(Nc2cc(C)nc3c(C)cc(C)cc23)c1	0.0	-12.8
COc1ccc(/C=N/N2CCOCC2)cc1COc1ccc(Cl)cc1	0.4	2.3

# 3 compounds picked at random from those above:
Compound	E-sel inducer	ARNT-TACC3 inh
O=C(NC(=S)Nc1ccccc1N1CCCCC1)c1cccs1	1.9	-3.6
COc1ccccc1OCCC(=O)OCC(=O)NCc1ccccc1	0.1	5.4
O=C(CN1C(=O)NC2(CCCC2)C1=O)Nc1ccc(F)c(F)c1F	-0.6	-2.5

# Remaining list, next part
Compound	E-sel inducer	ARNT-TACC3 inh
CCO/C(=C/c1sc2ccc(OC)cc2[n+]1CCCS(=O)(=O)[O-])CC	0.1	-1.2
CC(=O)N1CCc2ccc(S(=O)(=O)N3CCN(C)CC3)cc21	1.3	-6.2
Cc1nc2ccccc2cc1C(=O)N/N=C/c1ccccc1[N+](=O)[O-]	0.4	-2.0
Cc1nc2c3ccccc3nc(NNC(=O)CCC(=O)NC(C)C)n2n1	0.6	-5.3
O=C(O)c1ccccc1SCc1cn2ccccc2n1	0.1	-1.2
CCc1cccc(CC)c1NC(=O)CCCSc1nc2ccccc2s1	-0.3	-11.4
Cc1ccc(S(=O)(=O)Nc2ccc(Cl)cc2)cc1NC(=O)Cn1cnc2c1c(=O)n(C)c(=O)n2C	-0.1	14.3
CCCS(=O)(=O)c1nc(S(=O)(=O)c2ccc(C)cc2)c(NCc2ccco2)s1	0.3	-1.4
Cc1ccc(C(=O)Oc2cccc(NC(=O)c3ccccc3)c2)cc1C	-0.2	-2.2
Cc1cccc(NC(=S)NC(=O)c2ccco2)n1	1.8	6.1
COc1ccc(C(=O)Nc2ccc(S(=O)(=O)N3CCCCC3)cc2)cc1	5.0	9.7
CCN(CC)C(=O)CC(c1ccc(F)cc1)c1ccc(OC)cc1 (centres undefined)	0.5	0.6
O=C1NN(c2ccccc2)C(=O)/C1=C/c1ccc(Sc2cccc3ccccc23)o1	0.2	1.3
CCn1nc(C(=O)Nc2nc3ccccc3[nH]2)c2ccccc2c1=O	-0.1	3.5
CN(c1ccccc1)c1ccc(/C=N/NC(=O)CC#N)cc1	0.0	-18.0
CCOc1ccc(NC(=S)c2ccncc2)cc1	8.0	15.0
O=C(Nc1ncnc2sc3c(c12)CCCCC3)c1ccccc1	-0.8	-3.4
CCc1ccc(NC(=O)COC(=O)c2ccc(Cl)c(S(=O)(=O)N3CCCCCC3)c2)cc1	-0.1	-5.6
COc1ccc(OC)c(NC(=O)Nc2cc(NC(=O)Nc3cc(OC)ccc3OC)c(C)nc2C)c1	8.7	0.9
COc1ccc(OCC(=O)N/N=C/c2ccc(OC)c(OC)c2C(=O)O)cc1	14.2	-6.1
COc1cccc(C(=O)NCC(=O)OCC(=O)c2ccccc2)c1	-0.3	-6.9
Cc1ccccc1Nc1nc(N)nc(COC(=O)c2ccccc2)n1	-0.1	3.7
CC1(C)OC2OC(COC(=O)c3ccc([N+](=O)[O-])cc3)C3OC(C)(C)OC3C2O1 (centres undefined)	0.1	-4.6
CCn1c(COc2ccccc2Cl)nnc1SCC(=O)Nc1ncccc1C	5.0	-6.7
CC(C)(C)NC(=O)CSc1nc2scc(-c3ccccc3)c2c(=O)[nH]1	-0.9	-5.0
Cc1cccc(-c2nc3cc(NC(=O)C4CCCO4)ccc3o2)c1 (centres undefined)	0.0	-3.6
CN1CCN(/N=C/c2nc(-c3ccccc3Cl)n3ccccc23)CC1	-0.1	34.9*
Cc1cc(/C=N/n2c(COc3ccccc3)nc3ccccc3c2=O)c(O)c([N+](=O)[O-])c1	0.2	17.1
CCCCNC(=S)NNC(=O)CCn1cc(C)cn1	-0.2	-19.6
CC(C)(CO)NCc1cccc(OCc2ccc(Cl)cc2)c1	-0.2	-10.4
O=C(/C=C/c1ccccc1Cl)N1CCN(c2ncccn2)CC1	-0.3	-9.5
O=C(COC(=O)c1ccc(S(=O)(=O)NCc2ccco2)cc1)c1ccccc1	-1.0	-8.9
COc1cccc(/C=N/c2oc(-c3ccccc3)cc2C#N)c1O	0.5	0.6
COC(=O)c1ccc2c(=O)n(Cc3ccc(C(=O)NC4CCCC4)cc3)c(=S)[nH]c2c1	-0.9	24.1
Nc1ncc(Br)cc1Br	1.1	-18.6
C=C(C(=O)c1ccccc1)C(c1ccccc1)C(C)C(=O)c1ccccc1 (centres undefined)	-0.5	-1.6
Clc1ccc(CSc2nnc3ccccn23)c(Cl)c1	0.0	-7.5
CCOC(=O)COc1c(Cl)cc(C2NC(=S)NC(c3ccccc3)=C2C(C)=O)cc1OC (centres undefined)	0.2	-6.8
Cc1ccccc1C(=O)Nc1cc(S(=O)(=O)N2CCCCC2)ccc1N1CCN(C)CC1	-0.3	2.3
Cc1cccc(C)c1NC(=O)CSc1cc(C(=O)c2nccn2C)c2ccccc2n1	-1.2	1.8

# 5 neighbouring entries already listed:
Compound	E-sel inducer	ARNT-TACC3 inh
C=C(C(=O)c1ccccc1)C(c1ccccc1)C(C)C(=O)c1ccccc1 (centres undefined)	-0.5	-1.6
Clc1ccc(CSc2nnc3ccccn23)c(Cl)c1	0.0	-7.5
CCOC(=O)COc1c(Cl)cc(C2NC(=S)NC(c3ccccc3)=C2C(C)=O)cc1OC (centres undefined)	0.2	-6.8
Cc1ccccc1C(=O)Nc1cc(S(=O)(=O)N2CCCCC2)ccc1N1CCN(C)CC1	-0.3	2.3
Cc1cccc(C)c1NC(=O)CSc1cc(C(=O)c2nccn2C)c2ccccc2n1	-1.2	1.8

# The results go on.
Compound	E-sel inducer	ARNT-TACC3 inh
CC(NC(=S)Nc1ccc(OC(F)F)cc1OC(F)F)C(C)(C)C (centres undefined)	0.1	-7.2
O=C(Cc1ccccc1)Nc1ccc(NC(=O)c2cccc(Cl)c2)cc1	0.2	-5.9
Cc1ccc(C)c2[nH]c(=O)c(C(c3nnnn3C(C)(C)C)N3CC=C(c4ccc(F)cc4)CC3)cc12 (centres undefined)	-0.2	-1.2
O=S(=O)(NCc1ccncc1)c1ccccc1	-1.0	3.2
Cc1cccc(C(=O)Oc2coc(CSc3nnc(NC(=O)C4CC4)s3)cc2=O)c1	0.0	-4.7
N#Cc1c(-c2ccc(Br)cc2)cc(-c2cccnc2)nc1N	1.4	-29.1
CCCCn1c(SCC(N)=O)nc2c(sc3ccccc32)c1=O	0.2	-4.7
CCCCCC(=O)NCC(C)NC(=O)CCCCC (centres undefined)	-0.9	-11.1
S=c1[nH]nc(-c2ccc(Cl)cc2)n1-c1ccc2c(c1)OCCO2	-0.2	-3.5
CCOc1nc(NC(=O)NS(=O)(=O)Oc2cccc(Cl)c2)nc(-c2ccccc2)n1	0.7	-0.1
CCCc1cc(=O)[nH]c(SCC(=O)c2ccc3c(c2)OCCO3)n1	0.0	-5.9
